HepG2 viability: counter-screen for TGF-b inhibitors: cytotoxicity in HepG2 cells | actives 0.76% (n = 410,000) | Potency, µM (titrated, usually from 46.1 µM), for inactives: at the top dose activity change, negative = cytotoxicity, most hits filed as cytotoxic | AID 588856 | HepG2 CAGA-GFP viability, ATP luminescence, 18 h; also: potency is read from the fitted curve at half-maximal effect; some results filed as inactive show a strong effect at the top dose
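CellTiter-Glo luminescence gave cytotoxicity after 18 hours at 37 degrees C. The cells were HepG2 CAGA-GFP in 1% FBS DMEM, stimulated with 500 pg/mL TGF-beta after compound addition. %Activity was normalised to no-cell wells (complete cell-killing) and DMSO (no toxicity), and curves were fitted and classified.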
IL2 activator: activators of IL-2 | AID 652025 | actives 0.065% (n = 360,000) | activation, % (series mostly up to about 46 µM) | IL-2 activation reporter assay, cell-based qHTS; stimulated with anti-CD3/CD4/CD28 beads; in transgenic mouse T cells; in the data active = activation above about 50%; inconclusive = mostly about 30% to 49%; also: 0% is about no effect
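Quantitative HTS in unstimulated transgenic mouse T cells, with memory T cells as non-tolerant control and PMA/ionomycin as tolerance-bypass control. Compound pretreatment lasted 60 minutes before 18 h bead stimulation; EGFP/DsRed fluorescence read.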
S2 tox: cell viability loss in ATXN counter-screen. S2 cells (HEK-293 line with an ATXN2-luciferase reporter) viability, CellTiter-Fluor protease fluorescence, 24 h. Potency, µM (top dose mostly 56.7 µM), most hits filed as cytotoxic. actives 0.49% (n = 400,000); also: potency is read from the fitted curve at half-maximal effect; nearly all actives have a fitted effect of over 40% in size
A549 tox: kills or reduces viability of A549 cells in Nrf2 counter-screen | actives 0.16% (n = 390,000) | A549 ARE-Fluc cells, CellTiter-Fluor viability, 18-24 h | AID 504648 | Potency, µM (titrated, usually from 46 µM), for inactives: at the highest dose activity change, negative = cytotoxicity, usual class: inhibitors; also: potency is read from the fitted curve at half-maximal effect; % is scaled to controls: 0 for no effect and ±100 for the full control effect
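Cytotoxicity counterscreen: CellTiter-Fluor fluorescence was measured in A549 ARE_Fluc cells after 18-24 h of compound exposure in a concentration series. The subsequent BugLite luminescent read reports ARE-luciferase activity.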
EPAC2 agonist: EPAC2 (human) agonism; EPAC2 activation, biochemical qHTS; response scale: 100% = 6.5 mM cAMP response; actives 0.079% (n = 360,000); Q8WZA2; Potency, µM (titrated, usually from 154 µM), for inactives: top-dose activation, usual class: activators; AID 720711; also: potency is read from the fitted curve at half-maximal effect; nearly all actives have a fitted effect of over 50% in size
Target sequence (Q8WZA2 whole entry, looked up): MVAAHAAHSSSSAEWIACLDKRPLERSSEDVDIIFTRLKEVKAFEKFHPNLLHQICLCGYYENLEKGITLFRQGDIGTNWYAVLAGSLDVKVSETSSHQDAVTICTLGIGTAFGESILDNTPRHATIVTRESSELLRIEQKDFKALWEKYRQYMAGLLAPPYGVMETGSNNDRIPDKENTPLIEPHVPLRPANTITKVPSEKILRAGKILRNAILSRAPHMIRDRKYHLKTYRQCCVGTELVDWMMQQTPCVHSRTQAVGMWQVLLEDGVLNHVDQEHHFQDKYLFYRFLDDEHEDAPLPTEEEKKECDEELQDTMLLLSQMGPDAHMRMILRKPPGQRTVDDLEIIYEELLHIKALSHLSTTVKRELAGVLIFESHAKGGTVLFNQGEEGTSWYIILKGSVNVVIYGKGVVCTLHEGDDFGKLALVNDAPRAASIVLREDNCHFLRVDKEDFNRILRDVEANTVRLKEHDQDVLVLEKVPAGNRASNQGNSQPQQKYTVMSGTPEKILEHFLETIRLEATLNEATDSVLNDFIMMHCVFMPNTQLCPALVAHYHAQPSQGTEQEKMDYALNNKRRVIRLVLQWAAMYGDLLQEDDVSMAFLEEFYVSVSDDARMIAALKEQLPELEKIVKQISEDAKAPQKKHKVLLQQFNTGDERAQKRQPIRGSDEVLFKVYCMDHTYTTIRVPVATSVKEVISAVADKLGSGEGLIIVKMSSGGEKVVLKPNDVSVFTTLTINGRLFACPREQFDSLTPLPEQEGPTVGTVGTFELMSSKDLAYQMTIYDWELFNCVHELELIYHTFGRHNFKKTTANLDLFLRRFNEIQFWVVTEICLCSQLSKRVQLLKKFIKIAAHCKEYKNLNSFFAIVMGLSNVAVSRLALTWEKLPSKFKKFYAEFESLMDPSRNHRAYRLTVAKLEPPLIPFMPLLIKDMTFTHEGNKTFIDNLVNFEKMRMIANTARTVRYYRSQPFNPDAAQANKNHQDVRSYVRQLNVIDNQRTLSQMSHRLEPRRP
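Compounds were added across a concentration range to EPAC2 (100 nM), RAP1B-BODIPY-GDP (250 nM) and GDP (50 uM). After 5 min at room temperature, fluorescence was recorded at 5-min intervals for 30 min.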
Nrf2 inh: Nrf2 pathway inhibition. actives 2.1% (n = 360,000). A549 ARE-Fluc reporter, luciferase luminescence, 18-24 h. AID 504444. Potency, µM (series often up to 46 µM), for the others: top-dose activity change, negative = inhibition, most hits filed as inhibitors; also: potency is read from the fitted curve at half-maximal effect; % is scaled to controls: 0 for no effect and ±100 for the full control effect; nearly all actives have a fitted effect of over 60% in size
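Cells were seeded and rested 2 h, then exposed to compounds for 18-24 h. CellTiter-Fluor was read first as a viability measure. BugLite was added 15 min before the final luminescent read of ARE-luciferase activity in A549 cells.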
TGFb SMAD3 inh: blocks TGF-b signaling; AID 588855; Potency, µM (highest dose often 46.1 µM), without a hit: top-dose activity, negative = inhibition, hits mostly inhibitors; HepG2 CAGA-GFP TGF-b/SMAD3 reporter, GFP fluorescence, 18 h; TGF-beta stimulated, 500 pg/mL final; actives 1.2% (n = 410,000); also: potency is read from the fitted curve at half-maximal effect; % is scaled to controls: 0 for no effect and ±100 for the full control effect; nearly all actives have a fitted effect of over 65% in size
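HEPG2 CAGA-GFP, 1000 cells/well; 2 h settle, 37 C; cpd via pin tool; TGF-b 500 pg/mL final; 18 h, 37 C; GFP imaging ex488/em500-530; %Activity normalised to -TGF-b and +DMSO controls; CRC fit, curve class.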
Nrf2 activator: activators of Nrf2 (ARE) signaling; Potency, µM (titrated, usually from 46.1 µM), for the others: at the highest dose activation, usual class: activators; AREc32 ARE-luciferase reporter (MCF7-derived line), luminescence, 24 h; actives 0.31% (n = 410,000); AID 624171; also: potency is read from the fitted curve at half-maximal effect; % of control where 0% means no effect; nearly all actives have a fitted effect of over 65% in size
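AREc32 cells carrying an ARE-driven firefly luciferase, 1000 cells/well in OPTI-MEM with 5% FBS, dosed after overnight attachment and incubated 24 hr at 37 deg C. Steady-Glo luminescence read after 30 min at RT.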
ATXN2 expr inh: inhibitors of ATXN2 expression; AID 1745845; Potency, µM (series often up to 57 µM), for inactives: at the highest dose activity change, negative = inhibition, actives largely listed as inhibitors; HEK-293 ATXN2-luciferase reporter, luminescence, 24 h; actives 0.72% (n = 360,000); also: potency is read from the fitted curve at half-maximal effect; % is scaled to controls: 0 for no effect and ±100 for the full control effect; nearly all actives have a fitted effect of over 55% in size
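qHTS (up to 57 uM final) was run with 24 h compound exposure of reporter cells at 37 °C. Each well was multiplexed: SteadyGlo luminescence measured ATXN2-luciferase expression after a fluorogenic Gly-Phe-AFC viability readout (25 uM final).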
Starred values were filed as active, the others as inactive; i = inactive; ? = inconclusive; · = not tested or not shown; [ ] = dose if it differs, or a comment. Unless noted, calls follow the shape of the dose curve; as a rule, active = well fitted curve in the direction sought with a large enough effect; inconclusive = small, poorly fitted or top-dose-only effect, or another doubt; inactive = no such curve, though single readings can be large; an effect the other way counts as inactive or inconclusive.

SMILES	HepG2 viability	IL2 activator	S2 tox	A549 tox	EPAC2 agonist	Nrf2 inh	TGFb SMAD3 inh	Nrf2 activator	ATXN2 expr inh
CC(=O)Nc1ccc(N(C(=O)c2cnccn2)C(C(=O)NC2CCCCC2)c2ccc(O)cc2)cc1 (stereo not drawn)	-10%	-1.8	i	2%	2%	9%	-19%	3.8%	23%
O=C(Nc1cccc2ccccc12)N1N=CCC1c1ccccc1 (stereo not drawn)	5%	-3.3	i	7%	13%	?	5%	9.6%	53%[activator]
Cc1noc(C)c1S(=O)(=O)Nc1ccc(C(=O)N2CCN(c3cccc(Cl)c3)CC2)cc1	-5%	-0.6	i	1%	9%	?	3%	0.3%	?
O=C(c1cnn(C(=O)c2ccccc2)c1)c1ccccc1O	-4%	-0.2	?	1%	1%	8%	9%	0.0%	-14%
COc1ccccc1NC(=O)C1CCCN(c2nnc(C)c3c(C)n(-c4ccccc4)nc23)C1 (stereo not drawn)	-15%	·	?	-4%	·	-20%	0%	-0.2%	-12%
CCCCN(C(=O)COC(=O)c1ccccc1)c1c(N)n(CCC)c(=O)[nH]c1=O	-4%	-0.3	i	1%	4%	-9%	0%	-0.1%	19%
CC(CCl)n1c(=O)c2ccccc2n1C(=O)c1ccccc1 (stereo not drawn)	·	-0.4	i	·	7%	·	·	2.3%	2%
Cc1ccc(/C=C/c2nc3sc(C(=O)O)c(C)c3c(=O)[nH]2)cc1[N+](=O)[O-]	5%	-0.1	i	1%	3%	-1%	7%	-0.9%	16%
Cc1nnc2n1N=C(c1ccc(OC(F)F)cc1)C(C)S2 (stereo not drawn)	-12%	0.0	i	11%	12%	2%	-12%	6.6%	-7%
CCCCc1c(O)nc(SCC(=O)N2CCOCC2)n(-c2ccc(OC)cc2)c1=O	6%	1.0	i	3%	0%	-4%	0%	-0.4%	6%
Nc1nc2nn(-c3ccccc3)nc2c(=O)[nH]1	-9%	-0.7	i	3%	0%	-2%	-15%	-0.7%	·
COc1ccc(CCNS(=O)(=O)c2ccc3c(c2)NC(=O)CO3)cc1OC	-3%	1.9	i	5%	7%	3%	24%	1.2%	17%
CC(C)(C)NC(=S)N1CCC2CC1c1cc(-c3ccc4c(c3)OCO4)ccc12 (stereo not drawn)	-1%	-0.9	i	·	6%	·	-3%	-0.2%	-3%
O=C(Nc1ccccc1)c1cc(-n2cnnc2)ccc1Cl	-7%	-0.8	i	5%	12%	-3%	-7%	-0.1%	-2%
O=C(Nc1ccc(F)c(F)c1)c1cc(S(=O)(=O)N2CCc3ccccc32)ccc1F	-33%	·	·	11%	·	·	?	3.5%	·
Cc1ccc(C(=O)C2C(=O)c3ccccc3C2=O)cc1	-14%	-1.5	i	-14%	7%	-4%	-3%	3.5%	1%
O=C(Oc1ccccc1)c1cccnc1Oc1ccccc1	26%	0.9	i	0%	17%	10%	?	-0.5%	·
CC(NCc1ccc(F)cc1)C(=O)NC1CCCCC1 (stereo not drawn)	-18%	0.5	i	-8%	19%	-12%	-1%	0.3%	-34%
CN(c1ccccc1)S(=O)(=O)c1ccc(NC(=S)NC(=O)C2CC2)cc1	2%	3.0	i	-3%	18%	-14%	-5%	2.8%	-1%
Cc1cccc(Nc2c(-c3ccc(O)cc3)nc3ncccn23)c1	26%	-0.2	i	-5%	0%	-7%	22%	6.4%	·
CC1CCCN(C(=O)c2ccc(CSc3nc4ccncc4n3Cc3ccccc3)cc2)C1 (stereo not drawn)	-23%	·	·	-9%	·	-28%	?	-0.8%	·
COc1ccccc1NC(=O)c1ccc(NC(=O)COC(=O)c2ccc(O)cc2)cc1	-14%	0.1	i	-6%	5%	-21%	2%	0.1%	-2%
O=C(O)CCCNC(=O)Nc1ccccc1	-11%	0.1	i	4%	6%	-2%	?	-0.3%	3%
Cc1nc2cc(C(=O)O)ccc2n1C1CCCCC1	0%	-1.9	?	-11%[1.84 µM]	-1%	-4%	2%	0.4%	7%
Cc1c(Cl)cccc1NC(=S)N1CCc2ccccc2C1	0%	0.7	i	1%	14%	?	-19%	-0.7%	-10%
COc1ccc(OCC(=O)O/N=C(\N)c2ccc(OC)cc2)cc1	3%	1.0	i	-2%	18%	14%	-9%	3.3%	-7%
COc1cc(CNC(C)(C)CO)cc(Br)c1OCc1ccc(Cl)cc1Cl	-106%	-0.5	i	?	4%	-7%	?	-0.5%[9.22 µM]	-26%
O=C(CNS(=O)(=O)c1ccc(F)cc1)N1CCN(c2ccc(F)cc2)CC1	-22%	2.5	i	1%[1.84 µM]	4%	-60%	-22%	0.3%	2%
CC(=O)OCC(=O)Nc1c(C)cc(C)cc1C	-40%	1.4	i	-6%	12%	6%	-8%	-0.5%	-8%
CCOc1ccccc1OCC(=O)NNC(=O)Cn1cnc2c1c(=O)n(C)c(=O)n2C	-5%	0.7	i	-5%	0%	4%	-2%	0.0%	-4%

Arranged by value in Nrf2 activator (smallest number first): three from the list above.
Molecule	EPAC2 agonist	Nrf2 activator
CC(=O)OCC(=O)Nc1c(C)cc(C)cc1C	12%	-0.5%
O=C(O)CCCNC(=O)Nc1ccccc1	6%	-0.3%
CCOc1ccccc1OCC(=O)NNC(=O)Cn1cnc2c1c(=O)n(C)c(=O)n2C	0%	0.0%

New compounds follow.
SMILES	HepG2 viability	IL2 activator	S2 tox	A549 tox	EPAC2 agonist	Nrf2 inh	TGFb SMAD3 inh	Nrf2 activator	ATXN2 expr inh
Cc1ccc(CNC(=O)c2cnc(N(C)C)nc2)cc1	-9%	·	i	-1%	·	·	-5%	0.1%	-2%
Cc1cc(N2CCN(c3cc(Cl)ccc3C)CC2)n2nc(-c3ccccc3)nc2n1	-5%	·	i	0%	·	3%	28%	-0.2%	-6%
Cc1ccc(S(=O)(=O)N2CCN=C2SC(C)c2ccccc2)cc1 (stereo not drawn)	-3%	1.0	i	7%	9%	-5%	?	-0.4%	-3%
CNc1nc2c(-c3ccc(Cl)cc3)nnn2c2ccccc12	-2%	-0.7	i	4%	6%	10%	-13%	-0.2%	-28%
O=C(CNC(=O)c1ccc(F)cc1)c1ccccc1	-5%	0.0	?	-4%	0%	?	-2%	0.0%	·
O=C(CSc1ccccc1)NC1=NCCS1	-9%	-1.0	i	0%	5%	4%	-24%	1.8%	46%[activator]
Cc1ccc(C(=O)Nc2c(C(=O)NC(C)(C)C)oc3ccccc23)cc1	-17%	·	i	8%	·	?	-6%	0.1%	-6%
Cc1ccc(-c2cn(CCC(=O)O)c(-c3ccc(Cl)nc3)n2)cc1	-6%	-0.3	i	1%	1%	11%	0%	-1.0%	1%
NS(=O)(=O)c1ccc(NC(=O)Nc2ccc(S(N)(=O)=O)cc2)cc1	18%	-1.2	i	3%	10%	1%	30%[activator]	2.0%	-3%
CCC(c1nnnn1Cc1ccccc1)N1CCN(C(=O)c2ccco2)CC1 (stereo not drawn)	-1%	0.0	i	13%	-6%	·	-25%	-0.1%	2%
OC[C@@H]1CN(Cc2ccc(F)cc2)C[C@H](n2cnc3c(N4CCN(c5ccccc5)CC4)ncnc32)O1	-27%	-0.6	?	·	7%	·	?	2.3%	?
Cc1ccsc1C(=O)N1CC(=O)Nc2ccccc21	-31%	0.5	i	-14%	17%	?	1%	3.7%	-16%
COc1cc(C2c3c(oc4c(C)cc(C)cc4c3=O)C(=O)N2Cc2cccnc2)ccc1O (stereo not drawn)	-29%	0.2	?	-2%	3%	-17%	16%	0.2%	-2%
Cc1nc2c(C(=O)NCCc3ccccc3)c[nH]n2c(=O)c1Cl	-5%	-1.2	i	2%	-12%	·	5%	-0.7%	6%
Cc1cc(C)c2c(N)c3cccc(C)c3nc2n1	26%	-6.0	·	-9%	0%	7.3µM*	?	-2.3%	13µM*
COc1cccc(NC(=O)CSc2nnc(NC(=O)c3ccco3)s2)c1	-32%	-1.6	i	-8%	0%	2%	-18%	2.6%	26%
Cc1nn(-c2ccccc2Cl)c(Cl)c1/C=N/Nc1cccc(C(=O)O)c1	2%	3.0	i	-11%	3%	·	-3%	-1.1%	?
CC(=O)Nc1ccc(S(=O)(=O)Nc2nc3ccccc3nc2-n2ccc(=NC(=O)c3ccccc3)cc2)cc1	-3%	0.0	·	-1%	-4%	-4%	-11%	-1.1%	0%
CC(=O)NS(=O)(=O)c1ccc(NS(=O)(=O)c2ccc(F)cc2)cc1	-18%	-0.6	i	-5%	6%	3%	16%	0.0%	0%
COc1ccc(S(=O)(=O)NCCN2CCOCC2)cc1[N+](=O)[O-]	-3%	0.7	i	-7%	12%	-2%	14%	-0.5%	-2%

The closing 2 entries of the section before open the next one:
SMILES	HepG2 viability	IL2 activator	S2 tox	A549 tox	EPAC2 agonist	Nrf2 inh	TGFb SMAD3 inh	Nrf2 activator	ATXN2 expr inh
CC(=O)NS(=O)(=O)c1ccc(NS(=O)(=O)c2ccc(F)cc2)cc1	-18%	-0.6	i	-5%	6%	3%	16%	0.0%	0%
COc1ccc(S(=O)(=O)NCCN2CCOCC2)cc1[N+](=O)[O-]	-3%	0.7	i	-7%	12%	-2%	14%	-0.5%	-2%
Cc1nn(-c2ccc([N+](=O)[O-])cc2)c(N)c1-c1ccccc1	-8%	0.3	i	0%	9%	?	0%	4.0%	52%[activator]
CCCN(CC(=O)Nc1ccccc1C)C(=O)c1ccc2[nH]c3c(c2c1)CC(C)CC3 (stereo not drawn)	-7%	-0.8	?	-16%	-3%	21µM*	?	-0.5%	?
CCOC(=O)N1CCN(C(=O)CN(c2ccc(C)cc2)S(=O)(=O)c2c(C)noc2C)CC1	4%	0.3	i	1%	-10%	5%	-9%	0.3%	-5%
O=C(NCc1ccccc1Cl)c1ccc(CS(=O)(=O)c2ccccc2)o1	-5%	-0.9	i	2%	-2%	11%	1%	1.7%	-13%
